# S100A4 MyoIIA: blocks human S100A4 binding to myosin IIA peptide | 360,000 compounds, 0.14% hits | S100A4/TAMRA-MyoIIA peptide fluorescence polarization | inhibition, % at 10.7 µM;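 active means mean inhibition of at least 70% across replicates, with every replicate also reaching that level; inconclusive means mean inhibition reaches 70% but some replicates fall short; inactive means mean inhibition below 70%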
# Target sequence (P26447 whole entry, looked up): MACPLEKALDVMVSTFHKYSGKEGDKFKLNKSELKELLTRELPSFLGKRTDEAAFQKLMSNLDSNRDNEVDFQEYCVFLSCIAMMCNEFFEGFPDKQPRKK
#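 System – human S100A4 monomer protein, biochemical binding assay · Buffer or medium – Calcium-containing HEPES buffer, pH 7.2 · Timing – 5 min between mix addition and reading · Also added – TAMRA-labelled myosin IIA heavy-chain peptide probe, 5 nM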
# ERAP1 inh: inhibitors of human ERAP1 aminopeptidase; Q9NZ08; recombinant ERAP1, Leu-AMC fluorescence, 60 min; inhibition, % at 10.7 µM; 340,000 compounds, 0.15% hits;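 active means mean replicate inhibition of at least 30%, or all replicates individually reaching that 30% level; inactive means mean below 30% and not every replicate reaching it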;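 further: 0% = neutral control wells and 100% = L-leucinethiol positive control wells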
# Target sequence (Q9NZ08 whole entry, looked up): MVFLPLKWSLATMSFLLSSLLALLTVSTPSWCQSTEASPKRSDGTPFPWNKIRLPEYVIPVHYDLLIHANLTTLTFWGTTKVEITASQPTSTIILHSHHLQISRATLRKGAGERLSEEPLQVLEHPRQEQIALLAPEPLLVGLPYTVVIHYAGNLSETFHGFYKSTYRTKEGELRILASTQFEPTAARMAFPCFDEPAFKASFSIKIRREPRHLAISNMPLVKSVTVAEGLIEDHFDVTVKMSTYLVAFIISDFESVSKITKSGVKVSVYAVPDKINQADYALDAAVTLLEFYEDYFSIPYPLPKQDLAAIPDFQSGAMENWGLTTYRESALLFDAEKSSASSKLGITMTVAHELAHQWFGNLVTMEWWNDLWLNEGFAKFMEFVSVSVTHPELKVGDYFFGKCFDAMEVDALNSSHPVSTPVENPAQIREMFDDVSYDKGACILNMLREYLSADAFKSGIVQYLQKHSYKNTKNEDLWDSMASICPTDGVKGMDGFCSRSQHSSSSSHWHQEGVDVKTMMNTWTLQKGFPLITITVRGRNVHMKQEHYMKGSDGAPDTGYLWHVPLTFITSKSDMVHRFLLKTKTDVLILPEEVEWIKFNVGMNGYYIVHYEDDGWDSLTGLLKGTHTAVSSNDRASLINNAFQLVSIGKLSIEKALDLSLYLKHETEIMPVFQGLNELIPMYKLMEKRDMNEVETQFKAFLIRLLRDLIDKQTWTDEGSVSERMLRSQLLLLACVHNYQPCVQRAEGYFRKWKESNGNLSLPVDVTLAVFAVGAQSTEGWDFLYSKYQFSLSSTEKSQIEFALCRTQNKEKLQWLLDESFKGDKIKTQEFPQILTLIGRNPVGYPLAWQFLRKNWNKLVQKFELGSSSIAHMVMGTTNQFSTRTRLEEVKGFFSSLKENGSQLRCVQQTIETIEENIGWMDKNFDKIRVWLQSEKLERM
# FN deposition inh: fibronectin deposition inhibition; AH1F fibroblasts, Alexa488-fibronectin deposition fluorescence, overnight; inhibition, % at 12.6 µM; 350,000 compounds, 0.086% hits; AID 743247;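 active means mean inhibition across replicates of 30% or more, regardless of how many single replicates reach that level; inconclusive means mean under 30% yet at least half of replicates reach 30%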;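 further: positive control wells lacked labelled fibronectin entirely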
#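 material = AH1F fibroblast monolayer depositing Alexa488-labelled fibronectin into matrix | amount = 10000 AH1F cells/well | buffer or medium = DMEM plus 2% serum, read in PBS | incubation = 1 h cell adhesion before compound, then overnight fibronectin incubation | detection = fluorescence at 485 nm excitation, 525 nm emission | evaluation = percent inhibition as loss of matrix-bound fibronectin fluorescence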
# PglD DTNB: inhibitors of Campylobacter jejuni PglD acetyltransferase; purified PglD enzyme, DTNB colorimetric CoA detection; inhibition, % at 12.5 µM; 360,000 compounds, 0.098% hits; AID 602405; in the data active means inhibition above about 16%, passing the limit was not always enough; inconclusive means no clear call, values can overlap the other calls; further: strong numbers were not always called active
# PAX8 reporter: PAX8 transcriptional activity inhibition. AID 652154. RMG-I TPO-luciferase reporter, SteadyGlo, 24 h. inhibition, % at 12.6 µM. 360,000 compounds, 1.2% hits;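 active means mean replicate inhibition at least 60% with every replicate also reaching 60%; inconclusive means only one of the two criteria is met; inactive means mean below 60% and not all replicates reaching 60%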;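 further: luciferase light reporting Pax8 driven TPO promoter activity; plate controls were median of neutral control wells for no effect and mitoxantrone controls for full effect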
# EWS-Fli inh: inhibitors of EWS/Fli oncoprotein transcriptional activity | A673 NR0B1-luciferase reporter, viability-normalised | inhibition, % at 12.6 µM | 350,000 compounds, 0.67% hits | AID 651661;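 active means mean inhibition of at least 50% after viability correction, with every replicate also passing that limit; inconclusive means mean reaches 50% but only one of two replicates passes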;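 further: firefly luciferase signal divided by Alamar Blue viability fluorescence both relative to DMSO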
# PGC1a acetyl inh: modulators of PGC1a acetylation. 350,000 compounds, 0.17% hits. inhibition, % at 15.6 µM. U2OS PGC1a acetylation, AlphaScreen anti-acetyl-lysine; with virally co-expressed GCN5 acetyltransferase. AID 651687;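 active means every replicate shows inhibition of at least 40%; inconclusive means mean inhibition at least 40% but some replicate below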;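 further: 0% = neutral control wells and 100% = positive control wells; some results beyond the cut were filed as inactive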
# LGR2 antag: Drosophila LGR2 receptor signaling inhibition. HEK293 LGR2, CRE-luciferase, bursicon-stimulated, 4 h. inhibition, % at 9.99 µM. 380,000 compounds, 0.35% hits. AID 720647;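 active means drop in luminescence signal, shown as inhibition above about 50% in the replicate tests, limit read from the data, passing the limit was not always enough; inconclusive means probably only some replicates passing the limit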;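 further: agonist challenge used bursicon conditioned medium at about half maximal strength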
# * marks the source's active call; other numbers are inactive results; ? = inconclusive; / = no result given.
SMILES	S100A4 MyoIIA	ERAP1 inh	FN deposition inh	PglD DTNB	PAX8 reporter	EWS-Fli inh	PGC1a acetyl inh	LGR2 antag
CCCNc1c(NS(=O)(=O)c2ccc(C)cc2C)c(=O)oc2ccccc12	0.4	4.7	1.0	4.6	-5.9	/	-8.7	-2.1
C/C(=N\Nc1nc(Cl)c(Cl)cc1Cl)c1ccc(S(=O)(=O)NCc2ccco2)cc1	-4.1	0.1	7.8	/	7.5	0.4	/	31.0
O=C(c1ccncc1)N1C[C@H]2[C@@H](c3ccccc31)[C@@H](CO)N2Cc1ccccc1F	-16.2	3.2	5.7	-0.3	2.5	7.7	-3.9	-11.2
COc1ccc(/C(C)=N/NC(=S)NCCc2ccccc2)c(O)c1	-11.3	1.0	12.7	2.3	27.3	15.5	/	15.5
Cc1ccc(CSC2=NCCN2C(=O)C(C)Oc2ccccc2)cc1 (centres undefined)	-3.4	6.8	/	/	-2.9	4.3	7.8	24.3
CC(C)Oc1ccc(CN2CCC2(C)C(=O)Nc2cccc(Oc3ccccc3)c2)cc1 (centres undefined)	2.4	-1.1	-1.0	-6.8	13.0	12.0	/	-9.2
COC(=O)COc1ccc(S(=O)(=O)N2CCN(c3ccccc3)CC2)cc1	-0.6	-1.2	-0.9	-4.1	4.9	-2.8	-8.5	16.7
O=C(C1CCCCC1)N1CC(=O)N2[C@H](C1)[C@@H](c1ccc(-c3ccccc3F)cc1)[C@@H]2CO	-26.0	-1.6	-0.3	/	/	-3.6	-2.9	5.6
O=C(NCC(c1ccco1)N1CCCCC1)c1cccc(NS(=O)(=O)c2ccc(Br)cc2)c1 (centres undefined)	-2.5	0.8	-2.3	/	18.5	7.9	/	12.1
O=C(O)CSc1nc2ccccc2s1	-6.6	-0.6	-5.9	/	2.5	4.8	-7.9	-20.9
COCCNC(=O)C[C@H]1CC[C@H]2[C@@H](COc3ccc(NC(=O)c4cnccn4)cc3C(=O)N2C)O1	-1.5	1.2	8.1	-3.0	19.7	6.6	0.7	2.0
CCN(CC)S(=O)(=O)c1ccc(Cl)c(C(=O)Nc2ccc(Cl)cc2[N+](=O)[O-])c1	-8.2	0.2	28.6	-2.5	30.0	6.4	2.4	9.4
C[N+](C)(C)CCN1CCc2ccccc21	0.9	/	6.6	/	-3.9	3.8	/	-21.4
O=C(COC(=O)c1ccc(F)cc1F)Nc1ccc2c(c1)OCO2	-1.7	2.7	-1.4	-1.8	8.1	-7.7	5.0	-4.3
O=C(C[C@@H]1C[C@H]2c3cc(NC(=O)NC4CCCCC4)ccc3O[C@H]2[C@H](CO)O1)NCCc1ccccc1	-0.3	-5.1	/	5.2	19.5	20.1	12.0	14.8
O=C(c1ccccc1)N1CC(=O)N2[C@H](CO)[C@H](c3ccc(C#Cc4ccccc4)cc3)[C@@H]2C1	-7.0	-1.7	/	/	/	/	-13.3	19.4
COc1ccc(CC(=O)NC(C)c2nnc(SCC(=O)Nc3cc(C)ccc3OC)n2C)cc1 (centres undefined)	5.4	3.2	-3.9	/	24.6	3.2	/	0.3
C[C@H](CO)N1C[C@H](C)[C@H](CN(C)CC2CC2)Oc2ccc(NS(=O)(=O)c3cn(C)cn3)cc2CC1=O	0.1	0.7	-8.3	-3.3	/	5.1	0.8	14.0
Cc1noc(C)c1NC(=O)Nc1ccc2c(c1)C(=O)N([C@@H](C)CO)C[C@@H](C)[C@@H](CN(C)Cc1ccccc1)OCCCC[C@H](C)O2	-12.3	-0.9	-1.4	7.0	18.4	0.2	11.7	1.1
C[C@@H]1CN([C@H](C)CO)C(=O)CCCn2nncc2CO[C@@H]1CN(C)C(=O)Nc1cccc(F)c1	21.0	1.0	-8.9	0.5	-2.5	-2.1	6.5	0.3
O=C(Nc1ccc(-n2cnnn2)cc1)c1cc(S(=O)(=O)N2CCCC2)ccc1Cl	-2.4	-1.6	/	/	-14.3	10.4	/	20.7
O=C(NCCC(=O)N1CCN(c2ncccn2)CC1)c1ccccc1	/	/	-0.2	-3.6	-11.5	/	-5.2	/
CN(C)C(=O)[C@@H]1[C@@H](CO)[C@@H]2Cn3c(ccc(-c4ccccc4)c3=O)[C@H]1N2CCc1ccccc1	-6.9	1.5	/	-0.1	/	4.1	/	-0.7
CCOc1ccccc1NC(=O)C1CC2CCCC(C1)C2=O (centres undefined)	/	/	6.7	6.6	5.4	/	-10.4	/
Cc1ccc(S(=O)(=O)N2C[C@H]3C(=O)C[C@@H](c4ccc(Cl)cc4)N(S(=O)(=O)c4ccccc4C)[C@H]3C[C@H]2c2cccc(Cl)c2)cc1	-0.1	/	-6.5	0.4	9.2	3.3	-14.8	4.0
CO[C@@H]1CN(C)C(=O)c2ccc(NC(=O)Nc3ccccc3F)cc2OC[C@@H](C)N(S(=O)(=O)CC(F)(F)F)C[C@H]1C	-16.5	1.8	-1.9	-0.3	-20.7	9.0	-8.7	6.3
COCCn1c(=S)[nH]c2cc(C(=O)NCc3ccc(F)cc3)ccc2c1=O	-2.3	-0.5	-15.3	8.0	11.5	18.0	0.3	15.4
C[C@H](CO)N1C[C@H](C)[C@H](CN(C)C(=O)Nc2ccccc2)Oc2ccc(NC(=O)Nc3cccc4ccccc34)cc2CC1=O	-7.9	-1.1	/	1.9	11.3	-3.2	1.3	-3.3
CCN1C(=O)[C@@H]2[C@@H](c3ccc(-c4ccc(OC)cc4)cc3)N3CCCC[C@@]3(C(=O)OC)[C@@H]2C1=O	-1.9	3.5	0.1	2.1	-1.8	5.6	9.0	/
O=S(=O)(N[C@H]1CC[C@@H](CCn2cc(-c3cccc(F)c3)nn2)O[C@@H]1CO)c1ccc(F)cc1	0.1	-0.9	-8.9	1.5	/	7.7	-17.1	-5.7

SMILES	S100A4 MyoIIA	ERAP1 inh	FN deposition inh	PglD DTNB	PAX8 reporter	EWS-Fli inh	PGC1a acetyl inh	LGR2 antag
Cc1cccc(N2CCN(C(=O)c3ccc(Cl)c(NC4=NC5CS(=O)(=O)CC5S4)c3)CC2C)c1 (centres undefined)	-8.3	1.3	-2.2	-0.8	6.3	-1.7	5.8	6.4
CCCNC(=O)C[C@H]1CC[C@@H]2[C@H](COC[C@@H](O)CN2C(=O)C2CCOCC2)O1	-78.1	0.7	18.5	-0.3	-8.4	5.2	6.3	7.9
CCOC(=O)Cn1c(CN2CCN(C(c3ccccc3)c3ccccc3)CC2)nc2c1c(=O)n(C)c(=O)n2C	-6.9	1.0	-3.3	-2.0	-8.8	2.4	/	27.6
Cc1ccc(C(=O)NCC(=O)NCc2ccc(Cl)cc2)s1	-3.1	2.9	11.8	1.1	10.3	3.3	11.1	8.4
CCC(=O)Nc1ccc2c(c1)OC[C@@H](C)N(Cc1ccccc1F)C[C@H](C)[C@H](OC)CN(C)C2=O	-0.4	0.0	-15.8	-3.2	7.6	-10.1	/	14.0
COc1ccc(C(=O)NC(=S)N2CCN(c3ccccc3OC)CC2)cc1	-3.7	-1.9	-0.9	-0.9	29.9	20.1	-4.8	-9.0
COC(=O)c1ccc(-c2nn(C)c(=O)c3ccccc23)cc1	-7.1	3.9	6.5	-4.2	3.7	2.7	5.4	-9.4
S=c1[nH]nc(COc2ccc(Cl)cc2Cl)n1-c1ccccc1	-1.6	7.8	1.2	-7.6	13.8	18.6	9.8	14.3
C[C@@H]1CCCCO[C@@H](CN(C)C(=O)NC2CCCCC2)[C@@H](C)CN([C@H](C)CO)C(=O)c2cc(NS(=O)(=O)c3cccs3)ccc2O1	-1.9	0.3	/	2.7	-22.2	-21.6	7.3	-9.5
C[C@@H]1CN([C@@H](C)CO)C(=O)c2cccc(NC(=O)c3ccc(-c4nccs4)cc3)c2O[C@H]1CN(C)S(=O)(=O)c1cccs1	-11.0	-0.3	2.7	0.7	/	-1.6	-7.2	3.9
Cc1ccc(NC(=S)NCC2CCN(C(C)c3ccccc3)C2)cc1C (centres undefined)	8.1	1.9	8.5	/	9.7	0.5	14.6	2.3
CCOC(=O)Cn1c(=N)n(CCOc2ccc(Br)cc2)c2ccccc21	-5.0	-1.6	-0.3	3.8	-1.5	4.4	-1.2	1.4
O=C(NC1CCCN(Cc2ccc(Cl)cc2)C1)c1ccnc(Cl)c1 (centres undefined)	-1.2	-2.2	-0.9	-2.3	-11.0	4.6	/	-6.6
CCOC(=O)c1cnc2c(C)c(Cl)ccc2c1N1CCOCC1	-0.1	/	8.0	-0.8	-21.1	7.6	3.0	-34.7
CN(CCN1CCOCC1)C(=O)CC1C(=O)NCCN1Cc1ccccc1C(F)(F)F (centres undefined)	2.3	-5.0	2.4	4.6	-5.3	/	-9.9	-8.9
CCCn1c(SCC(=O)Nc2ccc(S(=O)(=O)N3CCOCC3)cc2)n[nH]c1=O	-2.6	-1.2	1.7	-0.7	-4.8	0.1	-7.0	0.2
Nc1cc2sc(-c3ccc(C(=O)O)cc3)nc2cc1Cl	-1.1	-28.3	-5.1	2.2	-24.4	-16.9	/	?
COc1cccc(NC(=O)CN(C2=NC3CS(=O)(=O)CC3S2)c2cccc(C)c2)c1 (centres undefined)	0.1	3.8	-10.1	-1.2	1.0	-6.6	/	15.0
Cc1ccc(Cn2c(SCC(=O)N(C)C3CCS(=O)(=O)C3)nc3ccccc3c2=O)cc1 (centres undefined)	-1.4	1.6	6.7	/	9.1	-0.1	/	10.8
CCOC(=O)c1c(NC(=O)Cc2ccccc2)sc2c1CC(C)(C)NC2(C)C	1.9	2.6	-12.5	-0.9	-8.6	20.9	-19.6	7.1
Cc1ccc(NC(=O)CSc2nc3c(c(=O)[nH]2)CCC3)cc1C	0.9	0.5	/	-4.6	/	12.3	-17.8	-27.5
OC(COc1ccc(CNCCc2ccc(C(F)(F)F)cc2)cc1)CN1CCCCC1 (centres undefined)	-10.0	-0.7	-1.7	/	35.2	37.1	-53.9	15.8
N#CCCN(Cc1cccnc1)C(=S)NC1CC2C=CC1C2 (centres undefined)	-3.7	-1.6	-9.2	/	-1.7	10.5	5.4	-12.8
O=C(C[C@H]1C=C[C@H](NC(=O)c2ccccc2)[C@@H](CO)O1)Nc1ccc(-c2ccccc2)cc1	-6.8	-4.1	-3.9	-1.6	-0.3	-10.5	-0.2	-8.5
Cc1ccc(C(=O)N2CC(=O)NC(=O)C2)cc1	0.8	-0.9	-1.2	-4.9	5.8	6.5	-8.1	2.1
CC(C)(C)C1CCN2CCC[C@](c3ccccc3)(C1)C2OCCCO (some centres undefined)	-7.6	-1.7	-2.0	/	7.3	-2.1	/	/

# Compound profiles, from the list above.
# CN(CCN1CCOCC1)C(=O)CC1C(=O)NCCN1Cc1ccccc1C(F)(F)F (centres undefined) reads S100A4 MyoIIA: 2.3; ERAP1 inh: -5.0; FN deposition inh: 2.4; PglD DTNB: 4.6; PAX8 reporter: -5.3; EWS-Fli inh: /; PGC1a acetyl inh: -9.9; LGR2 antag: -8.9
# Cc1cccc(N2CCN(C(=O)c3ccc(Cl)c(NC4=NC5CS(=O)(=O)CC5S4)c3)CC2C)c1 (centres undefined) reads S100A4 MyoIIA: -8.3; ERAP1 inh: 1.3; FN deposition inh: -2.2; PglD DTNB: -0.8; PAX8 reporter: 6.3; EWS-Fli inh: -1.7; PGC1a acetyl inh: 5.8; LGR2 antag: 6.4

# High-throughput results deposited in PubChem BioAssay by Broad Institute.

# No enrichment for hits (roughly 2.1% active in at least one column).
